PPC-1+TRAIL kill: compounds killing PPC-1 cancer cells with TRAIL present (potentiator screen, no TRAIL-free arm); PPC-1 cells + TRAIL, ATPLite viability luminescence; cell killing (% activity), % at 4 µM; actives 0.41% (n = 220,000); AID 1443;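 active = cell killing above 50% in the first pass at 4 µM, then a duplicate retest at 5 µM averaging 50% or more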;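 also: plate controls were cells with TRAIL plus DMSO for no effect and medium-only wells lacking cells for full effect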
EP2 mod: modulates human prostaglandin E2 receptor EP2 signaling | actives 0.83% (n = 260,000) | EP2-expressing cells, cAMP HTRF FRET, PGE2 co-stimulation | AID 940 | induction, % at 25 µM | P43116;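 active = compounds whose cAMP rise, as percent of the full-agonist control response, exceeds 60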;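 also: rat C6 glioma line stably carrying human EP2 under a CMV promoter; the protocol text gives 20 µM as final concentration; 100% = response of wells given 1 µM PGE2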
Target sequence (P43116 whole entry, looked up): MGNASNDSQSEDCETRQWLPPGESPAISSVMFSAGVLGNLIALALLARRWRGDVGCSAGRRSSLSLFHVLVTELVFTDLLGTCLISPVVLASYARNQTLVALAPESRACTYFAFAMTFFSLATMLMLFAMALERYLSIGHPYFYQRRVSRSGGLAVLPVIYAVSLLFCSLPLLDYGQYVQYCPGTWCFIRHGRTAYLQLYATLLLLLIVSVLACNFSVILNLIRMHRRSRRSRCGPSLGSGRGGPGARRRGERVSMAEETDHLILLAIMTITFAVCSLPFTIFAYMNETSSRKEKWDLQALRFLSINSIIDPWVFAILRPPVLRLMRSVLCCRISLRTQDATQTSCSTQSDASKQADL
NPY1 pot ag: human NPY-Y1 potentiation or agonism, primary screen | activation, % at 3.6 µM | actives 0.37% (n = 220,000) | AID 1304 | P25929 | NPY-Y1 expressing cells, potentiator/agonist activation; in the data active = activation above about 33%, passing the limit was not always enough;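 also: cells stimulated with NPY at EC10 then isoproterenol at EC100; 0% = low agonist plus stimulus and 100% = saturating agonist plus stimulus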
Target sequence (P25929 whole entry, looked up): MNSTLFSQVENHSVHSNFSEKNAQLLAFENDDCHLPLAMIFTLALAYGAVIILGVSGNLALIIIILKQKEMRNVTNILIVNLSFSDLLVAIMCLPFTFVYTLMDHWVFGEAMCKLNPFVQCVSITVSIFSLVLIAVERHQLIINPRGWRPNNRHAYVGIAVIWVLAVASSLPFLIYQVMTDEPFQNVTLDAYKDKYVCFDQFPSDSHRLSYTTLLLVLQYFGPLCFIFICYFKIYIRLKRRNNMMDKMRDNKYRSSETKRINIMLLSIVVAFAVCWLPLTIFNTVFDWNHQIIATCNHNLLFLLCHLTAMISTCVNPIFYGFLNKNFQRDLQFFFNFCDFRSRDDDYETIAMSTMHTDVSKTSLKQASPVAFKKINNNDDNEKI
NPY-Y1 antag: antagonists of human neuropeptide Y receptor Y1; P25929; HEK293-CNG Y1 cells, membrane potential fluorescence; NPY at EC95, then isoproterenol; inhibition, % at 3.6 µM; actives 1% (n = 200,000); AID 1040;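 active = inhibition above the campaign mean inhibition of all tested compounds plus 3 SD, cut at about 20% in these data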;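 also: 0% = DMSO wells given NPY plus isoproterenol and 100% = isoproterenol alone without NPY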
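Test system: HEK293 cells co-expressing NPY Y1 receptor and cyclic-nucleotide gated channel; Also added: NPY (25 nM), isoproterenol (1 µM), Ro 20-1724 (25 µM); Compound dosing: one concentration, 3.6 µM, in 0.4% DMSO; Timing: dye 3 h, compound 60 min room temperature, stimulation 45 min; Technique: Membrane-potential fluorescent dye readout.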
PGE2 EP2 inh: EP2 receptor (human) inhibition; P43116; C6 glioma cells expressing human EP2, cAMP TR-FRET; cells stimulated with saturating PGE2; inhibition, % at 25 µM; actives 0.52% (n = 260,000); AID 1422;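 active = percent inhibition above 40 after rounding to a whole number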;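 also: rat C6 glioma host cells with rolipram phosphodiesterase inhibitor present; the protocol text gives 20 µM as final concentration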
TRPML3 agonist: human mucolipin-3 channel agonism | Q8TDD5 | HEK293 TRPML3-YFP, Fluo-8 calcium fluorescence; 100% = the carbachol control signal | activation, % at 3 µM | actives 0.29% (n = 220,000) | AID 1448;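 active = activation above its plate's cutoff, the mean activation of the plate's test wells plus 3 SD, cut at about 12% in these data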;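 also: 0% = DMSO only wells and 100% = carbachol wells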
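Test system: TRPML3-YFP stable HEK293 cells. Doses: single point at 3 µM. Incubation: dye loading 1 h 37 °C then 30 min ambient, 125 s read. Signal: Fluo-8 calcium dye fluorescence, ex 470-495, em 515-575 nm. Measure: percent activation from peak-to-basal fluorescence ratio, scaled between DMSO and carbachol.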
CHOP inhibitor: blocks CHOP induction under ER stress; CHO-K1 CHOP-promoter luciferase, tunicamycin-induced, 15-18 h; inhibition, % at 10 µM; actives 3.8% (n = 220,000); AID 2732;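 active = compounds that reduced the stress-induced luciferase reporter signal by more than about 70% of percent inhibition, limit read from the data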;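 also: 0% = tunicamycin plus vehicle and 100% = wells without tunicamycin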
14-3-3 Bad inh: disrupts binding of bovine 14-3-3 zeta to phospho-Bad peptide; inhibition, % at 21.7 µM; AID 781; TR-FRET 14-3-3zeta/Dy647-pBad peptide displacement, 1 h; actives 0.71% (n = 220,000); P63103;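 active = inhibition above about 70%, limit read from the data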;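 also: 0% = full 14-3-3 plus peptide FRET controls and 100% = background without 14-3-3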
Target sequence (P63103 whole entry, looked up): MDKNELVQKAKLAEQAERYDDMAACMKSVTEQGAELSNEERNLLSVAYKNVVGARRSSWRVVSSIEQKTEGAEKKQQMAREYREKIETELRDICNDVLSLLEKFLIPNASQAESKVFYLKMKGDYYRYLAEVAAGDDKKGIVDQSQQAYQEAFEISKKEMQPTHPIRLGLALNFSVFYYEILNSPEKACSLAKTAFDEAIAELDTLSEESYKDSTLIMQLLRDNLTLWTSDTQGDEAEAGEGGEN
zfTRPN1 agonist: agonists of zebrafish TRPN1 channel. HEK293 zebrafish TRPN1-YFP, Fluo-8 calcium fluorescence; 100% = response to 87 µM carbachol. activation, % at 3 µM. actives 0.18% (n = 220,000). AID 1424;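 active = activation above its plate's cutoff, the mean activation of test wells on that plate plus 3 SD, cut at about 19% in these data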;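 also: 0% = DMSO alone and 100% = 87 µM carbachol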
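Material – zebrafish TRPN1-YFP in HEK293 cells · Doses – 3 µM single point · Schedule – dye 1 h 37 °C plus 30 min RT · Signal – Fluo-8 calcium fluorescence, excitation 470-495 nm, emission 515-575 nm · Read-out – % activation versus carbachol response · Control set – carbachol high, DMSO low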
The depositor's hits bear a star; · = no result given; [ ] = remark or other dose.

SMILES | PPC-1+TRAIL kill | EP2 mod | NPY1 pot ag | NPY-Y1 antag | PGE2 EP2 inh | TRPML3 agonist | CHOP inhibitor | 14-3-3 Bad inh | zfTRPN1 agonist
COc1ccc(CCCc2nnc(SCc3nc4ccccc4c(=O)[nH]3)n2C)cc1 | 13 | -1 | 20 | -5 | 6 | 0.3 | 0 | -4 | 1.1
CCn1cc(C(=O)NCc2cccc(F)c2)c(=O)c2cc(F)c(N3CCN(C(=O)c4ccco4)CC3)cc21 | 22 | -16 | -40 | -1 | 15 | 1.3 | 19 | 10 | 1.1
COc1ccccc1NC(=S)N1CCN(c2ncccn2)CC1 | 10 | -20 | -5 | -2 | 8 | -0.1 | 7 | -5 | 0.2
NC(=O)C1(N2CCCCC2)CCN(C(=O)c2ccc(C#CC3(O)CCCCC3)cc2)CC1 | -24 | -15 | -15 | 5 | 7 | 1.0 | 8 | · | -0.4
Cc1ccc(CSc2nnnn2C)cc1 | 5 | -12 | 4 | 4 | 5 | -0.7 | -2 | 7 | -0.2
CCC(CC)C(=O)Nc1cc(=O)n(C)c(=O)n1C | -9 | 4 | 7 | 1 | 13 | 0.3 | 34 | -2 | 0.7
O=C(O)CSc1nnc(Nc2ccccc2)n1-c1ccccc1 | 17 | 17 | 11 | -6 | 8 | 0.5 | -6 | 2 | 1.4
CC1CCc2cc(F)ccc2N1C(=O)c1ccc2c(c1)OCO2 (configuration not stated) | 15 | 39 | -15 | 3 | 8 | 0.7 | 27 | -17 | -1.5
CC(C)NC(=O)N(O)C1N(C(C)C)C(=O)N(Cc2ccc3c(c2)OCO3)C1(C)C (configuration not stated) | 14 | 5 | -1 | · | 11 | -0.9 | 7 | -1 | -1.3
CCN1CCN(CC(O)COC(c2ccccc2)c2ccccc2)CC1 (configuration not stated) | 22 | 5 | -12 | 2 | 6 | 0.9 | -1 | -4 | -2.2
Cc1nc(NS(=O)(=O)c2cccs2)c2c3c(sc2n1)CCC3 | 4 | 25 | 1 | -5 | 10 | 1.1 | 23 | 4 | -0.6
CC(C)(C)n1nnnc1CN(Cc1ccc(F)cc1)Cc1ccco1 | 23 | 55 | -1 | 5 | 2 | -1.2 | 101* | -4 | -2.8
Cc1n[nH]c(=S)n1/N=C/c1ccccc1 | 13 | 30 | 5 | -3 | 10 | 0.8 | -17 | 2[fluorescence artefact?] | 2.5
COc1cc2c(cc1OC)CN(C(=S)Nc1ccccc1Cl)CC2 | 5 | -53 | 13 | -7 | 8 | 0.7 | 18 | -11 | 2.7
Cc1cc(C(=O)NP(=O)(N2CCOCC2)N2CCOCC2)c(C)n1-c1ccc(Br)cc1 | -1 | 22 | -35 | 6 | 12 | 0.8 | 6 | 0[fluorescence artefact?] | 0.4

3 entries already listed, arranged by their value in 14-3-3 Bad inh, largest number first:
| molecule | EP2 mod | NPY1 pot ag | NPY-Y1 antag | TRPML3 agonist | CHOP inhibitor | 14-3-3 Bad inh |
| --- | --- | --- | --- | --- | --- | --- |
| Cc1nc(NS(=O)(=O)c2cccs2)c2c3c(sc2n1)CCC3 | 25 | 1 | -5 | 1.1 | 23 | 4 |
| CC(C)NC(=O)N(O)C1N(C(C)C)C(=O)N(Cc2ccc3c(c2)OCO3)C1(C)C (configuration not stated) | 5 | -1 | · | -0.9 | 7 | -1 |
| CC1CCc2cc(F)ccc2N1C(=O)c1ccc2c(c1)OCO2 (configuration not stated) | 39 | -15 | 3 | 0.7 | 27 | -17 |

Later entries.
SMILES | PPC-1+TRAIL kill | EP2 mod | NPY1 pot ag | NPY-Y1 antag | PGE2 EP2 inh | TRPML3 agonist | CHOP inhibitor | 14-3-3 Bad inh | zfTRPN1 agonist
COc1ccccc1Nc1ncnc2c1cnn2-c1cccc(C)c1 | 6 | -4 | -21 | 11 | 8 | -0.9 | -20 | 3 | -0.8
CC(C)OCCCNC(=O)Nc1cccc2ccccc12 | 15 | 27 | 22 | -3 | 8 | 0.5 | 12 | -6 | -0.3
O=C(N/C(=C/c1cccc([N+](=O)[O-])c1)C(=O)N1CCCCCC1)c1cccs1 | 43 | 32 | 8 | -4 | 8 | 0.6 | -20 | -26[fluorescence artefact?] | 0.2
CC(C)c1nnc(SCC(=O)N2CCc3ccccc32)n1N | 17 | 26 | -7 | 2 | 4 | 0.6 | 9 | -11 | -0.5
N#CCC(=O)N/N=C/c1ccccc1Cl | 13 | 8 | 0 | -5 | 9 | -0.1 | -9 | -4 | -0.8
COc1ccc(N2CCN(C(=O)CCc3ccc(S(=O)(=O)NCC(C)C)cc3)CC2)cc1 | 4 | 0 | 22 | -4 | 11 | 1.2 | 15 | -9 | 6.2
CC(=O)Nc1nc2ccccc2[nH]1 | -15 | -12 | -9 | -3 | 5 | 1.3 | 3 | -1 | 0.8
Cc1ccc(NC(=O)CCSc2nnc3ccccn23)cc1 | 17 | 29 | 19 | 5 | 16 | -0.3 | 14 | -10 | -0.2
COC(=O)C1=C(CN2CCc3ccccc32)NC(=O)NC1c1cc(C)ccc1C (configuration not stated) | 7 | 22 | -38 | -7 | · | -0.9 | 56 | 64 | -0.7
CC(NC(=O)c1cccs1)C(c1cccs1)N1CCN(Cc2ccccc2)CC1 (configuration not stated) | 15 | -25 | -26 | 3 | 7 | 0.8 | 19 | 11 | -0.7
COc1cc(CNCCCCO)ccc1OCc1ccccc1F | -18 | 0 | -8 | 5 | -1 | 1.0 | -14 | -7 | 0.6
c1coc(-c2cc(C3CCNCC3)[nH]n2)c1 | 18 | -8 | 8 | -2 | 1 | 0.7 | -12 | -9 | 1.4
C=CCn1c(SCC(=O)NCc2ccco2)nc2sc3c(c2c1=O)CCCCC3 | · | · | -19 | 3 | · | 0.4 | · | · | -0.1
COC(=O)C1=C(C)N(C)C(=O)NC1c1cc(Cl)cc(Cl)c1OC (configuration not stated) | -17 | 38 | -32 | 7 | 3 | -1.1 | 17 | 14[fluorescence artefact?] | -0.8
O=[N+]([O-])c1cccc(-c2nnc(C34CC5CC(CC(C5)C3)C4)o2)c1 | 20 | 44 | 3 | -2 | 6 | 0.4 | 41 | 6[fluorescence artefact?] | 0.4
CO/N=C/c1ccc(Sc2ccccc2N)c([N+](=O)[O-])c1 | -20 | 0 | -6 | 2 | 19 | 0.1 | 32 | 13[fluorescence artefact?] | -1.1
CCCCOC(=O)N1CCOCCOCCN(C(=O)OCCCC)CCOCCOCC1 | -6 | 15 | 18 | -7 | 6 | -0.3 | 7 | 0 | 0.1
Cc1ccc(S(=O)(=O)Nc2ccc(N3CCOCC3)cc2)cc1 | 4 | -45 | 2 | -4 | 26 | 0.3 | 7 | 0 | -0.7
c1cncc(CSc2nnc(-c3cccnc3)n2Cc2ccco2)c1 | -14 | -22 | 6 | -3 | 2 | 0.4 | -25 | 24 | 0.2
c1ccc(-c2cnnc(SCc3cn4cccnc4n3)n2)cc1 | 20 | -18 | 0 | -2 | -11 | 0.2 | 2 | 78* | 2.8
CCc1ccc(Nc2ncc3c(n2)CC(C)CC3=O)cc1 (configuration not stated) | -2 | -5 | 5 | 6 | 7 | 1.1 | 73* | -11 | 0.7
Cc1cccc(NC(=O)COc2cccc3c2CCN(C)C3=O)c1C | 12 | -67 | -1 | 3 | 6 | 2.5 | 9 | -5 | 3.9
CC1=NN(C(=O)c2csc(C)c2C)C(O)(C(F)(F)F)C1 (configuration not stated) | 6 | 8 | -6 | -1 | 12 | 0.4 | 37 | 2 | 0.3
Cc1ccc(NC(=O)c2cc3c(s2)CCC3)cc1S(=O)(=O)N1CCOCC1 | 4 | -10 | -11 | 1 | 4 | 0.7 | 37 | 6 | 0.6
O=C1C(Cl)=C(NCCCN2CCOCC2)C(=O)N1CCc1ccccc1 | 29 | 4 | 2 | -2 | · | 0.2 | 40 | 3[fluorescence artefact?] | 0.0
CCN(CC)c1ccc(/C=N/n2c(C)cc(C)cc2=O)cc1 | 8 | 2 | 13 | -3 | 9 | 0.1 | 4 | 0[fluorescence artefact?] | 0.1
COc1ccc(-c2nc(CCNC(=O)c3ccco3)cs2)cc1OC | 28 | -10 | 0 | 0 | 12 | 0.3 | 18 | 6 | 2.0
CCc1ccc2nc(NC(=O)c3ccc4c(=O)[nH]c(CN5CCOCC5)nc4c3)sc2c1 | 34 | -2 | -1 | -4 | 11 | 1.0 | -17 | 94*[fluorescence artefact?] | 1.7
Cc1ccc(CNCc2cccnc2)cc1 | 24 | 4 | 4 | -3 | 21 | 1.0 | 15 | -12 | -0.7
C=CCN(CC=C)CCOc1ccccc1F | 15 | -9 | -3 | 3 | 13 | 0.6 | 19 | 40 | -0.3
Oc1ccc(C(=S)N2CCCCCC2)cc1 | 11 | 20 | 4 | -4 | 10 | -1.1 | 14 | -5 | -1.6
Cc1ccc(S(=O)(=O)Cn2nnnc2C(c2ccc(F)cc2)N2CCCCC2)cc1 (configuration not stated) | 11 | 41 | -40 | -1 | 7 | 0.6 | 7 | -6 | -0.3
COCCNC(=O)/C(C#N)=C/c1cn(CC(=O)NCc2ccco2)c2ccccc12 | 7 | -15 | -8 | -1 | 24 | 0.3 | 8 | 5 | 1.8
O=C(COC(=O)c1cc(=O)[nH]c(=O)[nH]1)Nc1cccc(S(=O)(=O)N2CCCCC2)c1 | -2 | 11 | 8 | 0 | 5 | 0.1 | -8 | -7 | 1.0
O=C(OCC#CCSc1nnc(-c2ccc(Br)cc2)o1)c1ccco1 | 0 | 16 | -4 | 7 | 9 | -0.2 | 26 | 6 | -1.7
CCS(=O)(=O)Nc1c(C(=O)O)[nH]c2ccccc12 | -6 | 4 | 13 | 7 | 4 | 0.6 | -19 | 62 | 0.1
CC(C)(C)CC(=O)Nc1ccc(S(=O)(=O)N2CCCC2)cc1 | 12 | -42 | 15 | -3 | 1 | -0.2 | -17 | -6 | -0.1
COc1cccc(C(=O)Nc2ccccc2F)c1 | 8 | -10 | 16 | 4 | 2 | -0.1 | -31 | 0 | 0.4
COc1ccc(Cl)cc1CN1CCOCC1 | -9 | 37 | 9 | · | 5 | 0.6 | -3 | -1 | 1.0
COC(=O)C1=C(N)Oc2cc(C)[nH]c(=O)c2C1c1ccncc1 (configuration not stated) | 1 | 13 | -14 | -1 | 17 | 0.5 | -21 | -12 | 0.8
CCN1C(=O)C(O)(CC(=O)c2cccc(-n3cccc3)c2)c2ccccc21 (configuration not stated) | 13 | -18 | 13 | -4 | 8 | 0.3 | 37 | -8 | 0.5

High-throughput results: PubChem, several laboratories

These rows are one share of the data, so the mix of outcomes need not match the whole.
